Compound activity: PubChem BioAssay, National Center for Advancing Translational Sciences (NCATS)
TDP1 cell noCPT – qHTS for Inhibitors of human tyrosyl-DNA phosphodiesterase 1 (TDP1): qHTS in cells in absence of CPT. Potency, µM (titrated, usually from 46.2 µM), for inactives: at the top dose activity change, negative = growth inhibition, actives largely listed as inhibitors. 420,000 compounds, 15% hits. DT40 Tdp1-/- hTDP1 cells, no CPT, ATP luminescence, 48 h. AID 686978, 2013; further: nearly all actives have a fitted effect of over 55% in size
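Growth of hTDP1-complemented DT40 Tdp1-knockout cells is measured by ATP luminescence after at least 48 hr compound exposure at 37 °C, with DMSO substituting for the 20 nM CPT used in the parallel screen.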
TDP1 block – inhibitors of human tyrosyl-DNA phosphodiesterase TDP1 | Potency, µM (top dose mostly 130 µM), inactives show top-dose activity change, negative = inhibition, actives largely listed as inhibitors | 350,000 compounds, 0.28% hits | Q9NUW8 | AID 485290 | recombinant TDP1, AlphaScreen DNA substrate cleavage; further: nearly all actives have a fitted effect of over 40% in size
Target sequence (Q9NUW8 whole entry, looked up): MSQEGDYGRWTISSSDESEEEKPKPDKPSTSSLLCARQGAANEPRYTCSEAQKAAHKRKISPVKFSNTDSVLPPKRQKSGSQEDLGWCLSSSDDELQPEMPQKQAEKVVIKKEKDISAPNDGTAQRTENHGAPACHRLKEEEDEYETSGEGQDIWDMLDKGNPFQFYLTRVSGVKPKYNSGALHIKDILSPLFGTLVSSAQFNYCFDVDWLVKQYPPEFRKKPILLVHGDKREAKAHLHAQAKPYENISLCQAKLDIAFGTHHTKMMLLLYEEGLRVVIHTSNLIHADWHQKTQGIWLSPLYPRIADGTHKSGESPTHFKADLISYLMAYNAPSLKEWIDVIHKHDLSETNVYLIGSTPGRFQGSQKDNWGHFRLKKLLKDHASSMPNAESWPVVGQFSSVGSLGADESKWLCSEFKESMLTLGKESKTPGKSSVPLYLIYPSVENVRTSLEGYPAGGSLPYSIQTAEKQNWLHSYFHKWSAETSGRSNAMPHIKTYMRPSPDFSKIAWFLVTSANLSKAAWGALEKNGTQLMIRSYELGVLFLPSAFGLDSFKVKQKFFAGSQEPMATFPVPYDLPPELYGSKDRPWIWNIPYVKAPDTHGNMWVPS
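Steps: enzyme plus compound, 15 min RT; add biotin/phosphotyrosine-FITC oligonucleotide (15 nM final), react 5 min; add donor/acceptor beads (10 ug/ml final), 10 min; read AlphaScreen. Tdp1 at 1 nM final.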
TDP1 cell CPT – growth inhibition of DT40 Tdp1-/-;hTDP1 cells with camptothecin (screen for TDP1 inhibitors); chicken DT40 Tdp1-/-;hTDP1 cells + 20 nM CPT, ATP luminescence, 48 h; 420,000 compounds, 12% hits; Potency, µM (doses to about 46.2 µM), inactives show top-dose activity change, negative = growth inhibition, most hits filed as inhibitors; further: nearly all actives have a fitted effect of over 55% in size
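Cell growth measured by CellTiter-Glo luminescence after a minimum 48 h, 37 C compound exposure with 20 nM CPT in Tdp1-knockout DT40 cells stably expressing hTDP1, seeded 400/well; qHTS titration format.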
An asterisk follows results filed as active; u = inconclusive; x = not tested or not shown; & = joins results of further samples; [ ] = remark or other dose. The call rests on the fitted dose curve; in most records, active means well fitted curve in the direction sought with a large enough effect; inconclusive means small, poorly fitted or top-dose-only effect, or another doubt; inactive means no such curve, though single readings can be large; an effect the other way counts as inactive or inconclusive. On the % scale 0 is the no-effect control and ±100 the full control effect; potency means the concentration at half of the fitted maximal effect.

Each structure is followed by: TDP1 cell noCPT | TDP1 block | TDP1 cell CPT
> Cc1ccccc1NC(=O)Cn1cc(C(=O)c2ccco2)c2ccccc21
    u | 0% | u
> CS(=O)(=O)N(CC(=O)Nc1ccccc1Cl)c1ccc(Cl)cc1
    -25% | -3% | -15%
> COC(=O)c1ccsc1NC(=O)c1ccc(Cl)s1
    -3% | x | u
> Cc1ccc(NC(NC(=O)c2cccs2)C(Cl)(Cl)Cl)cc1C (centres undefined)
    18µM* | 5% | u
> O=C(CCS(=O)(=O)c1ccc(Cl)cc1)NC1CCCC1
    10% | 0% | -7%
> O=C(c1cccc(F)c1)N1CCN(S(=O)(=O)c2ccc(C(F)(F)F)cc2)CC1
    -6% | -2% | u
> CCOC(=O)C1(CCCc2ccccc2)CCN(Cc2cnn(C)c2)CC1
    u | -2% | u
> O=C(c1ccccc1)c1ccc(OC(=O)N2CCCC2)cc1
    -25% | -12%[56.1 µM] | u
> CCCS(=O)(=O)NC(=O)C1(C)CCCN(C(=O)CSc2ccccc2)C1 (centres undefined)
    -6% | x | -5%
> CC(C)NS(=O)(=O)c1ccc(OCC(=O)N(C)Cc2ccccc2)cc1
    -2% | -1% | -9%
> Cc1cccc(C(=O)N2CCC(N3CCN(Cc4ccc(F)cc4)C(=O)C3=O)CC2)c1
    -18% | 0% | -4%
> O=C1C(Cc2ccccc2)Nc2ncnc(N3CCN(c4ccccc4)CC3)c2N1Cc1ccccc1 (centres undefined)
    18µM* | x | u
> COc1ccc(N2CCN(C(=O)CNC(=O)c3ccc(C(C)(C)C)cc3)CC2)cc1
    u | 2% | u
> O=C(O)C1CCCN(S(=O)(=O)c2ccc3c(c2)OCCO3)C1 (centres undefined)
    -1% | 6% | -6%
> COc1ccc(NC(=O)C2CCCN(S(=O)(=O)c3cccc4nonc34)C2)cc1OC (centres undefined)
    u | -1% | -30%
> COCCCNC(=O)c1cc2c(-c3cccc(OC)c3)nn(C)c2s1
    u | 5% | u
> Cc1csc2ncnc(N3CCN(C(=O)Nc4ccc(OC(F)(F)F)cc4)CC3)c12
    5.8µM* | 4% | 10µM*
> COc1ccc(CCN(Cc2cc3cccc(C)c3[nH]c2=O)C(=O)NC2CCCCC2)cc1OC
    u | 1% | u
> O=c1cc(CSc2ncn[nH]2)[nH]c2ccc(F)cc12
    u | -3% | -19%
> CC1Cc2cc(S(=O)(=O)N3CCN(c4ccccc4F)CC3)ccc2N1C(=O)C1CCC1 (centres undefined)
    -13% | 1% | u
> COc1ccc(N2CCN(C(=O)c3ccc(C)c(NC(=O)c4ccco4)c3)CC2)cc1
    u | 6% | u
> CC(=O)N1c2ccc(S(=O)(=O)NCC3CCC(C(=O)NC4CCCCC4C)CC3)cc2CC1C (centres undefined)
    u | 1% | u
> CCOC(=O)CNC(=O)CSc1nnc(NC(=O)c2ccc3c(c2)OCO3)s1
    -18% | 2% | -11%
> Clc1ccc(Cn2c(-c3cccnc3Cl)nc3ccccc32)cc1
    u | 7% | u
> CCCn1c(N)c(N(C)C)c(=O)n(CC(=O)Nc2ccc(OC(F)(F)F)cc2)c1=O
    0% | 2% | -19%
> COc1ccc(C2=NOC(Cn3nc(-c4ccccc4)cc3C(=O)NCc3cccc(Br)c3)C2)cc1 (centres undefined)
    u | 0% | u
> CCCCN(C(=O)c1ccc(S(=O)(=O)N2CCOCC2)cc1)C1CCS(=O)(=O)C1 (centres undefined)
    2% | x | 1%
> Cn1nc(CC#N)c2c(=N)n(N)cnc21
    3% | x | 11%
> COCCN1CCN(Cc2cn(C)nc2-c2cccc(Cl)c2)CC1
    -12% | 9% | 14%
> CSc1ccc(Cc2ccc(Cl)cc2Cl)nn1
    -13% | 3% | -13%

Two compounds from above, limited to TDP1 cell noCPT:
| structure | TDP1 cell noCPT |
| --- | --- |
| Cc1ccc(NC(NC(=O)c2cccs2)C(Cl)(Cl)Cl)cc1C (centres undefined) | 18µM* |
| O=C(CCS(=O)(=O)c1ccc(Cl)cc1)NC1CCCC1 | 10% |

Continuation.
Each structure is followed by: TDP1 cell noCPT | TDP1 block | TDP1 cell CPT
> O=C(Cn1c2[n+](c3ccc(C(F)(F)F)cc31)CCCCC2)Nc1c(F)cccc1F
    10% | -5% | 0%
> C[C@@H](C(=O)NCc1ccc(S(C)(=O)=O)cc1)[C@@H]1C[C@@]1(C)[C@@H](NC(=O)OCc1ccccc1)c1ccccc1
    15µM* | 0%&7% | 21µM*
> CN1/C(=C\C(=O)c2cccs2)Sc2ccccc21
    10µM* | x | u
> O=C(O)/C=C/c1cn(-c2ccccc2)nc1-c1ccc(-c2ccc([N+](=O)[O-])cc2)o1
    u | -4% | -25%
> Cn1nccc1NC(=O)Nc1cccc([N+](=O)[O-])c1
    -9% | 1% | 3%
> O=[N+]([O-])c1ccc(N2CCN(S(=O)(=O)c3ccc(Cl)c(Cl)c3)CC2)cc1NCCN1CCOCC1
    8.2µM* | -5% | u
> CC(C)CCN(C)C1CCN(C(=O)Nc2c(F)cccc2F)CC1
    -7% | 1% | 2%
> CCC(=O)N1CCc2cc(Br)cc(S(=O)(=O)N3CCCCCC3)c21
    u | 0% | u
> COc1ccc(S(=O)(=O)N2CCCCCC2)cc1NC(C)C(=O)Nc1ccc(NC(C)=O)cc1 (centres undefined)
    u | x | u
> CCOC(=O)N1CCN(c2cc(=O)n(C)c(=O)n2C)CC1
    15% | 4% | 10%
> CC1(C)CC2CC(C)(CN2C(=O)NC(=O)c2ccccc2)C1 (centres undefined)
    -7% | -2% | 3%
> O=Cc1ccc(OC(=O)c2cc(Cl)nc3ccccc23)cc1
    21µM* | 3% | u
> CCOC(=O)c1ccc(NC(=O)COc2ccc(S(=O)(=O)NC(C)CC)cc2)cc1 (centres undefined)
    1% | 8% | -25%
> O=C(Nc1ccc2c(c1)OCCO2)c1cccc2nc3ccccc3nc12
    15µM* | 4% | 23µM*
> CCOc1ccc(-n2c(=O)c3c(C)c(C)sc3n(Cc3ccc(C(C)(C)C)cc3)c2=O)cc1
    u | 3% | 21µM*
> CC(=O)Nc1ccc(NS(=O)(=O)c2ccc3c(c2)oc(=O)n3C)cc1
    -1% | x | 0%
> CCc1cc(=O)oc2c(C)c3c(cc12)CN(CCc1ccccc1)CO3
    u | 6% | u
> NC(=O)NC[C@@H]1CC[C@@H](Cc2ccc(-c3ccccc3)cc2)O1
    u | 0%[56.1 µM] | u
> COc1cc(OC)cc(C(=O)OCC(=O)Nc2ccc3[nH]c(=O)[nH]c3c2)c1
    -15% | -9% | -15%
> CCOc1ccc(CCNC(=O)CCNC(=O)c2ccccc2Cl)cc1OCC
    -5% | 4% | -10%
> CC(=O)Nc1ccc2nc(SCCOc3ccccc3Cl)sc2c1
    23µM* | 2% | u
> CCOc1ccccc1NC(=O)c1c(NCc2ccc(OC)c(OC)c2OC)sc2c1CCC(C)C2 (centres undefined)
    18µM* | 2% | u
> Clc1ccccc1-c1nc(N2CCNCC2)c2ccccc2n1
    -17% | x | 1%
> COc1ccc(OCCCC(=O)Nc2cccc(SC)c2)cc1
    -19% | 1% | -3%
> COc1ccc(OC)c(COC(=O)c2cc([N+](=O)[O-])ccc2N2CCOCC2)c1
    4.1µM* | 3%[56.1 µM] | 7.3µM*
> O=C(OCCN1CCN(c2ncc(C(F)(F)F)cc2Cl)CC1)c1ccc(F)cc1
    -11% | 5% | -3%
> CC(=O)N1CCc2c(sc(NC(=O)Cc3ccc(F)cc3)c2C#N)C1
    -22% | 0% | -2%
> COc1cc(N(C(=O)Cc2cccs2)C(C(=O)NC2CCCCC2)c2ccc(C)cc2)ccc1-n1cnnn1 (centres undefined)
    13µM* | 3% | 21µM*
> Cc1cccc(NC(=O)NCCN2CCCCC2)c1
    -2% | 4% | -12%
> CN(C)c1ccc(NC(=O)Nc2ccc3c(c2)c(=O)n(C)n3Cc2ccccc2)cc1
    16µM* | x | 23µM*
> c1ccc(Nc2ncnc3sc4c(c23)CCC4)cc1
    -27% | 1% | u
> Cc1ccn(-c2ccc(NC(=O)c3cccs3)cc2)n1
    12µM* | x | u
> Cc1cc(N(C)C)cc(C)c1/C=C/c1ccnc2ccccc12
    11µM* | x | 14µM*
> COCCn1nnnc1C(c1cc2cc(C)ccc2[nH]c1=O)N1CCc2ccccc21 (centres undefined)
    u | 6% | u
> Oc1ccc(CCNc2ncnc3ccc(Cl)cc23)cc1
    2.3µM* | x | 2.6µM*
> O=C(NC1CCCc2ccccc21)c1cccc(Br)c1 (centres undefined)
    u | -1% | u
> COc1ccc(NC(=O)N(C)C[C@@H]2OCc3ccccc3-c3c(n(C)c4ccccc34)C(=O)N([C@H](C)CO)C[C@H]2C)c(OC)c1
    u | x | 15µM*
> Cc1ccc(NC(=O)Cn2cc(S(=O)(=O)N3CCCC3)c(S(=O)(=O)N3CCCC3)c2)c(C)c1
    0% | 1% | 2%
> COC(=O)c1ccc2c(=O)n(Cc3ccc(C(=O)NCCCN4CCC(C)CC4)cc3)c(=S)[nH]c2c1
    16µM* | 2% | 21µM*
> Cc1ccc(C2=NO[C@@](CC(=O)O)(C(=O)Nc3ccc4c(c3)OCCO4)C2)cc1
    -12% | x | 8%
> CCOc1ccccc1C(=O)Nc1ccc(S(=O)(=O)Nc2onc(C)c2C)cc1
    7% | 0%[12.3 µM] | -1%
> Cc1ccccc1OCCSc1nc2ccc(NC(=O)c3cccc(F)c3)cc2s1
    12µM* | -4% | 16µM*
> COc1ccc(-n2ccnc(SCC(=O)NC3CCCC3)c2=O)cc1OC
    -28% | x | -17%
> COC(=O)c1ccc(NC(=O)CSc2nc(=O)n(Cc3ccco3)c3c2CCC3)cc1
    u | 3% | -28%
> Oc1ccccc1-c1cc(-c2ccco2)[nH]n1
    -26% | 6% | -11%
> COc1ccc2c(c1)CCC/C2=N\NC(=O)c1ccoc1C
    -16% | 1% | -5%
> COc1ccccc1OCC(=O)Nc1ccc(S(=O)(=O)Nc2cc(C)on2)cc1
    4% | 6% | -5%
> O=C(NCC(c1cccnc1)N1CCN(c2ccccc2F)CC1)c1ccc(F)cc1 (centres undefined)
    21µM* | -5% | 15µM*
> O=C(Nc1cccc(F)c1)Nc1ccnn1C1CCN(C(=O)c2ccccn2)CC1
    -27% | 2% | 6%
> Oc1ccc(CNc2ccccc2)c2cccnc12
    2.6µM* | 9% | 3.7µM*
> c1ccc(CN2CCN(CCCNc3ccc4nnc(-c5ccccc5)n4n3)CC2)cc1
    u | 3% | u
> CC1(C(=O)NCc2ccc(Cl)cc2)CCN1C(=O)Cc1cccc2ccccc12 (centres undefined)
    u | x | u
> Cc1cc(C(C)(C)C)oc1C(=O)N1CCN(C(=O)c2oc(C(C)(C)C)cc2C)CC1
    16µM* | 2% | 18µM*
> COc1cc(C(=O)c2ccccc2Cl)c([N+](=O)[O-])cc1OC
    -7% | 4% | 1%
> COCCNC(=S)N1CCN(c2cccc(C)c2C)CC1
    -25% | 5% | -1%
> Cc1ccccc1OCC(O)Cn1c2ccccc2c2ccccc21 (centres undefined)
    u | 0% | u
> O=C(N/C=N/OCc1cccc(C(F)(F)F)c1)N1OC[C@@H]2COc3ccc4ccccc4c3[C@@H]21
    u | 7% | u
> COc1ccc(N2CCN(C(CNC(=O)c3ccco3)c3ccco3)CC2)cc1 (centres undefined)
    -23% | x | -17%
> Cc1oc(-c2ccc(F)cc2)nc1CN1CCCC(C(=O)N2CCOCC2)C1 (centres undefined)
    -2% | x | -27%
> N#Cc1cccc(C#N)c1NCC1CCCO1 (centres undefined)
    3% | x | 1%

Structural class: those above containing a cyano group.
Each structure is followed by: TDP1 cell noCPT | TDP1 block | TDP1 cell CPT
> Cn1nc(CC#N)c2c(=N)n(N)cnc21
    3% | x | 11%
> CC(=O)N1CCc2c(sc(NC(=O)Cc3ccc(F)cc3)c2C#N)C1
    -22% | 0% | -2%
> N#Cc1cccc(C#N)c1NCC1CCCO1 (centres undefined)
    3% | x | 1%

Later entries:
Each structure is followed by: TDP1 cell noCPT | TDP1 block | TDP1 cell CPT
> Cc1cc(C)nc(N/N=C/c2ccccc2)n1
    -11% | 7% | -19%
> CC(NC(=O)CCCn1cc([N+](=O)[O-])cn1)c1ccccc1 (centres undefined)
    -12% | 1% | u
> CCOC(=O)COc1ccc(/C=C2/C(=O)NN(c3ccc(F)cc3)C2=O)cc1OC
    9% | x | -1%
> CC[C@@H](C)[C@H](NC(=O)Cc1c(C)c2c(cc(C)c3c(C)c(C)oc32)oc1=O)C(=O)O
    4% | x | 15%
> CCOCCCn1c(=N)c(C(=O)NCCN2CCOCC2)cc2c(=O)n3cccc(C)c3nc21
    u | 7% | -16%
> O=C(CN1C(=O)c2ccc([N+](=O)[O-])cc2C1=O)Nc1nccs1
    -3% | 2% | 3%
